Rad51 HR inh: blocks human Rad51 in homologous recombination; hRad51 DNA strand exchange, fluorescence dequenching; inhibition, % at 10 µM; 200,000 compounds, 0.085% hits;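 active = inhibition above 40% at the single screening dose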;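 note: 0% = DMSO control wells and 100% = blanks with heterologous ssDNA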
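Test system: preformed human Rad51 ssDNA filaments; also added: Donor/quencher-labelled 47-bp dsDNA substrate; doses: 10 µM final, single point; times: 37 °C 15-min filament assembly, 30-min compound preincubation, 15-min exchange; detection: FRET fluorescence dequenching, excitation 485 nm, emission 520 nm; read-out basis: Fluorescence-based percent inhibition, control- and blank-normalised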
KCC2 mod: KCC2 (human) Cl- transport modulation. 190,000 compounds, 2.2% hits. Q9H2X9. B-score of Tl+ flux slope (higher = more flux/activation; lower = inhibition) at 10 µM. KCC2 cells, thallium flux FluoZin-2 fluorescence. AID 1456;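 active = thallium flux slope and its plate-corrected score both differing from the plate sample mean at a set confidence after two filtering rounds, in either direction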;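 note: slope of fluorescence scaled to starting intensity during 10 to 20 s after thallium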
Target sequence (Q9H2X9 whole entry, looked up): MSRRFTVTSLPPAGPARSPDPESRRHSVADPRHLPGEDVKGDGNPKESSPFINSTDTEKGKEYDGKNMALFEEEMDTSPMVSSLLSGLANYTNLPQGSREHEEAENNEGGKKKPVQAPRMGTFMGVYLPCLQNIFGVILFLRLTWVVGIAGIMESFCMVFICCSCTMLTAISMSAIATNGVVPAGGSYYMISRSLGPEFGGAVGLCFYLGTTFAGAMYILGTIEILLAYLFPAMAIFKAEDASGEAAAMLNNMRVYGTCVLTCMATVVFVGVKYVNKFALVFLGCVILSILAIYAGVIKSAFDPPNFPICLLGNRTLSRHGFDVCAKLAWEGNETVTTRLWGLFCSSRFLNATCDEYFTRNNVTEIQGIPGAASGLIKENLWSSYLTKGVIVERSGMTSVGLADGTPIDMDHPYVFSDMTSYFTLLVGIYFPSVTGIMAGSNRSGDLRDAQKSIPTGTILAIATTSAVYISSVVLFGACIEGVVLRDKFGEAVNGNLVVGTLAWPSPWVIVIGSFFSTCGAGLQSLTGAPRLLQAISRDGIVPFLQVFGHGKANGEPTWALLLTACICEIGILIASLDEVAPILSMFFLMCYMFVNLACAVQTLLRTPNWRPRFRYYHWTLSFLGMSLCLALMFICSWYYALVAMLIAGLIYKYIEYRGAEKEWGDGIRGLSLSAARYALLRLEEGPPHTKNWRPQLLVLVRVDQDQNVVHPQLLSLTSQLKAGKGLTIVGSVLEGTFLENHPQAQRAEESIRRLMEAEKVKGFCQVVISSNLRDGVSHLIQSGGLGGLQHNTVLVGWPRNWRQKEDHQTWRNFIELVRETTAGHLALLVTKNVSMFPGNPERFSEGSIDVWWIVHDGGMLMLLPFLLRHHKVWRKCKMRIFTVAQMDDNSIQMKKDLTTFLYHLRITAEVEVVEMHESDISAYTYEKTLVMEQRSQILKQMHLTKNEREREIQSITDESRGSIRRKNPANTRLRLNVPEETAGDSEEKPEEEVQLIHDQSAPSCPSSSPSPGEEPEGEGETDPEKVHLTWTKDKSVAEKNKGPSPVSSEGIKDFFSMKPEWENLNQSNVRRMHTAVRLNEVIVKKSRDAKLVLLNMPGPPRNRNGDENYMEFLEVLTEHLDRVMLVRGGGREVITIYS
Furin inh: human furin inhibition | 220,000 compounds, 0.061% hits | purified furin, fluorogenic substrate cleavage | P09958 | inhibition, % at 30 µM; in the data active = inhibition above about 25%; note: inactives centre near -15
m-calpain inh: calpain II (pig) inhibition. AID 1236. 220,000 compounds, 0.37% hits. purified calpain II, fluorogenic peptide substrate, 30 min. inhibition, % at 16 µM;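 active = inhibition above about 50%, limit read from the data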
PERK inhibitor: human PERK inhibition, primary cell-based screen; CHO PERK-DD fusion, SEAP luminescence translation reporter; 220,000 compounds, 0.17% hits; inhibition, % at 5.6 µM; Q9NZJ5;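 active = inhibition above the mean inhibition of all tested compounds plus 3 SD, set separately per screening campaign, cut at about 2.9% in these data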;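 note: PERK kinase domain activated by AP20187 dimerizer at 100 nM; 0% = DMSO with dimerizer and 100% = rapamycin at 8.4 µM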
hK5 inh: kallikrein 5 (human) inhibition | recombinant hK5, fluorogenic AMC substrate cleavage | inhibition, % at 5 µM | 210,000 compounds, 0.59% hits;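 active = inhibition of 40% or more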;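 note: 0% = enzyme controls without compound and 100% = no-enzyme blanks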
FXIa inh: blocks human coagulation factor XIa protease activity | P03951 | purified FXIa, Boc-Glu-Ala-Arg-AMC fluorogenic substrate | inhibition, % at 5 µM | 220,000 compounds, 0.14% hits;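 active = inhibition of at least 40%; inactive = inhibition below 40%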;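 note: fluorescence of freed AMC excited at 355 nm; 0% = enzyme without compound and 100% = no enzyme blank; many of its hits are not listed in these tables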
FXIIa inh: factor XIIa (human) inhibition. P00748. purified FXIIa, Boc-QGR-AMC fluorogenic substrate, 2 h. inhibition, % at 5 µM. 220,000 compounds, 0.3% hits; in the data active = inhibition above about 40%;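 note: 0% = enzyme with no compound and 100% = blank without enzyme; many of its hits are not listed in these tables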
Thrombin inh: inhibitors of human thrombin. P00734. alpha-thrombin, Boc-VPR-AMC fluorogenic substrate cleavage. inhibition, % at 5 µM. 220,000 compounds, 0.26% hits;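 active = inhibition at or above 40%; inactive = inhibition below 40%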;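 note: 0% = enzyme with no compound and 100% = wells without enzyme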
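System – human alpha-thrombin · Medium – pH 7.5 Tris (50 mM) with NaCl 150 mM, Tween 20 0.05% · Compound – single-point dosing at 5 µM, 0.2% DMSO · Incubation – enzyme reaction carried out at room temperature · Technique – fluorescence of released AMC, ex 355 nm, em 460 nm · Read-out basis – % inhibition of thrombin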
Numbers without * were called inactive; . = not tested or not shown; [ ] = another dose, or the depositor's remark. These rows are one share of the data; rates above refer to the full screens.

SMILES	Rad51 HR inh	KCC2 mod	Furin inh	m-calpain inh	PERK inhibitor	hK5 inh	FXIa inh	FXIIa inh	Thrombin inh
CCC(C(=O)Nc1cc(C(=O)Nc2cc(C)ccn2)ccc1Cl)c1ccccc1 (centres undefined)	-3	-1	-5	-9	-0.4	-21	0	9	-7
CC1CC(C)(C)NC(=S)N1CCC(=O)N1CCc2ccccc2C1 (centres undefined)	2	0.025	-14	2	0.5	1	-1	8	1
Cn1ccnc1SCc1ccc([N+](=O)[O-])cc1	4	.	-12	-14	1.1	19	-2	15	-5
CCN(CC)C(=O)Oc1nnc(SC(C)C)n1-c1ccc(Cl)c(Cl)c1	17	-0.88	-14	24	-1.9	4	4	10	7
COc1cccc(C(=O)Nc2c3c(nc4c2CCC4)CCCC3)c1	.	0.042	-24	-10	-0.5	-10	1	12	-2
Cc1noc(C)c1C(=O)OCC(=O)N1CCN(S(=O)(=O)c2ccc3ccccc3c2)CC1	.	-0.12	-19	20	1.9	0	0	2	-2
Cc1ccc(Nc2nc3ccccc3[nH]2)nc1	-10	-0.085	-11[20 µM]	13	-1.2	-33	6	13	2
Cc1ccc(-n2cc(CNCCN3CCOC3=O)c(-c3cccc(C)c3)n2)cc1	-1	0.27	-26	-28	-0.2	5	1	10	-8
Cc1ccc(/C=C/C(=O)N2CCN(Cc3ccccc3)CC2)o1	4	-1.1	-5	-17	0.7	-17	-2	3	-11
O=C1CCN(S(=O)(=O)c2ccc(Br)cc2)CCN1	19	0.81	-14	-30	0.6	-1	-2	2	-4
O=C(CC1NCCc2ccccc21)Nc1cccc(Cl)c1 (centres undefined)	5	-0.59	-16	-18	-0.4	-4	-7	8	-7
CCc1ccc(C2CC(=O)NC(SCC(=O)OC(C)C)=C2C#N)cc1 (centres undefined)	-4	-4.1	-15	7	-0.2	1	1	14	-2
CCOC(=O)Nc1n[nH]c(NC(=O)OCC)c1[N+](=O)[O-]	10	1.3	-12	-33	0.0	-5	-3	9	5
N#CCCN/N=C(/Cc1nc2ccccc2[nH]1)c1cccc(Cl)c1	-10	0.022	-19[20 µM]	-273	0.6	-30	-7	-4	-17
CCCOc1ccc(C(C)(O)CN2CCOCC2)cc1 (centres undefined)	10	-0.24	-18	-19	-0.4	-2	-4	8	-5
O=c1cc(O)c(-c2ccccc2Cl)c(Cl)[nH]1	11	0.1	-20[20 µM]	-13	0.4	0	2	0	0
N=C1SCC(=O)N1c1ncc(Cc2ccc(F)cc2)s1	10	.	-17	-37	-0.4	-5	-4	2	-9
CC(C)C(NC(=O)c1ccccc1)C(=O)N/N=C\c1ccco1 (centres undefined)	13	1.3	-25	-15	0.6	-3	9	13	1
O=C1C(Cl)=C(N2CCCCC2)C(=O)N1c1ccccc1	-1	-2.6	3	18	0.3	-23	2	13	0
Cc1oc2c(c1C(=O)NCCO)CCCC2	-4	-0.35	-1[20 µM]	2	-0.4	-23	20	19	0
Brc1ccccc1C1=Nn2c(nnc2-c2ccco2)SC1	.	-0.94	-18	-22	0.2	1	2	5	-5
COc1cccc(-c2c(NC(=O)c3ccco3)n(-c3ccc(C)cc3)nc(C)c2=O)c1	-10	0.3	-21	-7	-0.5	-12	-6	-9	-7
CCCCc1nc2ccccc2n1Cc1nnc2n1-c1ccccc1SC2	-5	.	-8	2	-0.8	-4	5	-5	3
Cn1cnc2c1c(=O)n(Cc1ccccc1)c(=O)n2C	1	-0.004	-23	10	.	-3	2	16	-4
CN(C)c1nc(N/N=C\c2ccc(Cl)c([N+](=O)[O-])c2)nc(Nc2ccc(F)cc2)n1	-4	0.06	-25[20 µM]	.	0.5	.	.	.	.
Additional entries
SMILES	Rad51 HR inh	KCC2 mod	Furin inh	m-calpain inh	PERK inhibitor	hK5 inh	FXIa inh	FXIIa inh	Thrombin inh
CCC(C)NC(=O)Cn1c(=O)n(-c2ccccc2)c(=O)c2ccc(C(=O)NCc3ccco3)cc21 (centres undefined)	-2	.	-17	11	-0.9	-3	2	19	3
CN(C)c1ccc(NC(=O)Cn2cc3c(n2)CCCC3)cc1	-3	.	-23	24	0.9	3	-6	-2	0
COc1ccc(/C=N/NC(=O)CNC(=O)c2cccs2)cc1	4	0.053	-21	9	1.1	1	4	4	-2
COc1ccc(-n2c(SCC(=O)Nc3cc(C)on3)nc3ccccc3c2=O)cc1Cl	3	-0.29	-27	-14	0.4	-27	-5	-4	0
COc1cc(CNCCSc2nnnn2C)cc(Br)c1OCc1ccc(F)cc1	1	0.046	-19[20 µM]	2	-2.1	3	6	3	1
CCOc1ccc(N=c2oc3cc(O)ccc3cc2C(=O)NCC2CCCO2)cc1 (centres undefined)	-3	1.1	-14[20 µM]	-100	1.3	-49	6	3	2
O=C(NC1CCCCC1)C(c1ccc(F)cc1)N(Cc1ccco1)C(=O)CN1C(=O)c2ccccc2S1(=O)=O (centres undefined)	-6	-0.73	-12	18	0.7	-3	-3	-1	10
COC(=O)CCC(=O)Nc1nnc(C(F)(F)F)s1	1	0.48	-20[20 µM]	2	0.2	-2	-1	14	1
CCOc1ccc(NS(=O)(=O)c2ccc(OCC(=O)N3CCCC3)cc2)cc1	0	.	-31[20 µM]	20	1.3	14	3	4	-2
COc1ccc(C(CC(=O)Nc2ccc(C)cc2)NC(=O)C(F)(F)F)cc1 (centres undefined)	.	-0.35	-29	-5	0.4	-4	3	5	-1
CCN(CC)C(=O)C1CCN(S(=O)(=O)c2ccc3oc4ccccc4c3c2)CC1	8	-1.1	-20	-57	-0.3	-31	1	8	-1
O=C(O)Cc1csc(-c2ccc(F)cc2)n1	-4	-0.1	-4	-16	-0.1	-4	-5	4	-11
Cc1c(C)n(C(=O)CN2CCN(c3ccccc3)CC2)c2ccccc12	-2	-0.021	-16[20 µM]	39	0.1	-8	2	14	-4
Cn1c(-c2ccc(C(=O)c3ccccc3)s2)nc2ccccc21	3	0.6	11[20 µM]	.	-0.4	.	.	.	.
Cc1cccc(OCc2n[nH]c(=S)n2C2CCCCC2)c1	5	-0.06	-6[20 µM]	61*	0.1	-5	22	6	-2
O=C1CCCC2=C1C(c1ccc(O)c(O)c1)Nc1ccc3ncccc3c12 (centres undefined)	-8	-0.81	-6	-73	-0.1	-8	-4	4	-15
Cc1cc(NC(=O)COc2cccc3cccnc23)no1	-11	-0.67	-19[20 µM]	-35	0.4	-6	6	12	5
Cc1ccc(-c2nnn(CC(=O)N(c3cccc(O)c3)C(C(=O)NC(C)(C)C)c3cccs3)n2)o1 (centres undefined)	1	-0.12	-41	-62	-1.0	-10	1	15	0
COCCCNC1=C(Cl)C(=O)c2ccccc2C1=O	19	-1.3	4	1	0.7	-3	-4	-1	-6
O=C(Cc1ccc(S(=O)(=O)N2CCOCC2)s1)Nc1ccc(N2CCOCC2)cc1	0	1.3	-14	-32	0.3	-1	5	10	.
CCOc1ccccc1Oc1coc2cc(OC)ccc2c1=O	-2	-0.12	-17[20 µM]	-9	0.6	2	3	17	0
COc1ccccc1NC(=O)CSc1nnc(C2CCCCC2)o1	2	.	-14	22	-0.4	5	-8	14	3
CCN(CC(=O)NC1CCS(=O)(=O)C1)C(=O)C(c1ccccc1)c1ccccc1 (centres undefined)	-12	1.2	-14[20 µM]	-29	0.7	-6	23	-15	-3
Cc1c(C(=O)N2CCN(C)CC2)oc2c1C(=O)CC(C)(C)C2	-5	-0.09	-18[20 µM]	4	0.8	3	5	4	-6
O=C(COC(=O)c1ccncc1)NC(=O)C1CCCCC1	-2	0.062	-12[20 µM]	-10	2.0	-3	-1	17	5

Shown as a hit in m-calpain inh, of those listed so far:
| canonical_smiles | KCC2 mod | Furin inh | m-calpain inh | PERK inhibitor | hK5 inh | FXIa inh | FXIIa inh | Thrombin inh |
| --- | --- | --- | --- | --- | --- | --- | --- | --- |
| Cc1cccc(OCc2n[nH]c(=S)n2C2CCCCC2)c1 | -0.06 | -6[20 µM] | 61* | 0.1 | -5 | 22 | 6 | -2 |

Returning to the listing; the 3 compounds before the break are reprinted first.
SMILES	Rad51 HR inh	KCC2 mod	Furin inh	m-calpain inh	PERK inhibitor	hK5 inh	FXIa inh	FXIIa inh	Thrombin inh
CCN(CC(=O)NC1CCS(=O)(=O)C1)C(=O)C(c1ccccc1)c1ccccc1 (centres undefined)	-12	1.2	-14[20 µM]	-29	0.7	-6	23	-15	-3
Cc1c(C(=O)N2CCN(C)CC2)oc2c1C(=O)CC(C)(C)C2	-5	-0.09	-18[20 µM]	4	0.8	3	5	4	-6
O=C(COC(=O)c1ccncc1)NC(=O)C1CCCCC1	-2	0.062	-12[20 µM]	-10	2.0	-3	-1	17	5
CCC(C)N1C(=O)c2ccccc2C1C(=O)NC1CCCCCC1 (centres undefined)	9	-0.73	-9	-23	-0.1	-27	-8	4	2
O=C(CN1CCc2ccccc21)Nc1ccc2c(c1)OCO2	.	.	-19	-208	0.2	-2	1	10	4
COc1ccc(-c2c(=O)n(OCc3ccccc3[N+](=O)[O-])c3ccccc3[n+]2[O-])c(OC)c1	9	-0.9	-2	26	0.8	-9	1	-2	1
Cc1cccc(Oc2coc3cc(OC(=O)c4cncc(Br)c4)ccc3c2=O)c1	-5	1	-20	-262	1.0	-10	-11	-2	-11
CCOC(=O)C(C)Sc1nnc(Cc2cc(=O)[nH]c(=O)[nH]2)n1-c1cccc(OC)c1 (centres undefined)	-5	0.63	-31	-8	1.6	5	-3	6	8
COc1cccc(/C(C)=N/NC(=O)c2ccc(N(C)C)cc2)c1	.	-0.037	-14[20 µM]	28	0.1	4	-8	7	-7
CN(C)/C=N/C(=S)Nc1ccc(Cl)cc1Cl	18	0.039	-15	4	0.2	-7	-3	6	1
N=C1C(c2nc3ccccc3c(=O)[nH]2)=C(O)CN1CCO	-6	.	-10[20 µM]	-163	2.4	-2	8	17	0
CC1Cc2ccccc2N1C(=S)NC(=O)c1cccc(Br)c1 (centres undefined)	4	63*	-9	9	-0.1	-4	-2	0	-5
CCCNC(=O)CC(NS(=O)(=O)c1ccc(Cl)cc1)c1ccco1 (centres undefined)	10	1.4	-21	-20	0.1	11	-1	17	-5
COC(=O)[C@@]1(Cc2ccc(OC)cc2)[C@@H]2[C@@H](CC(=O)[C@H]2CC(=O)C(=O)N(C)C)CN1C(=O)c1ccccc1	0	1.1	-12	-18	-0.2	-6	7	16	4
CCOc1ccc(Br)cc1/C=N/NC(=O)c1ccncc1	13	.	-14[20 µM]	23	0.6	-22	-7	-10	-3
Cc1ccc(NC(=O)C(=O)N2CCCC2)cc1Cl	9	0.031	-21	-8	0.4	-6	4	4	-1
CCn1c(SCC(=O)Nc2ccccc2C)nc2nc3c(cc2c1=O)COC(C)(C)C3	-1	0.5	-24	11	0.2	-9	3	4	-6
O=C(Nc1cccc2c1CCCC2)c1ccncc1	-1	-0.0025	-13[20 µM]	-18	-0.5	-9	0	7	2
C=C(C)c1cccc(C(C)(C)NC(=O)Nc2ccc(C(N)=O)cc2)c1	4	-1.1	-31	-58	1.3	-3	-3	4	-8
O=C(CSc1nnc(-c2ccc(F)cc2)o1)Nc1ccccc1N1CCOCC1	-1	-2.1	-9[20 µM]	.	-1.2	.	.	.	.
O=C(/C=C\c1ccc2c(c1)OCO2)Nc1c2c(nn1-c1ccc(Cl)cc1)CSC2	.	-1.4	-3	-20	0.2	-6	10	14	1
Nc1nccnc1C(=O)N/N=C/c1ccco1	.	-0.012	-17	-1	1.7	2	1	11	-1
Cc1ccc(NC(=O)C(=O)NCc2ccccn2)cc1	23	0.18	-33	-19	1.5	5	3	5	-14
COC(=O)c1cn(NC(=O)c2ccc(OC)c([N+](=O)[O-])c2)c(=O)c2ccccc12	-5	0.16	-18	20	0.4	4	1	6	-4
CC1=NN(Cc2ccccc2)C(=O)/C1=C/c1ccc(N(C)C)cc1	6	0.34	-19[20 µM]	39	2.2	4	9	11	3

Source: PubChem (several laboratories)
